Screens: PubChem BioAssay, several laboratories
IDE cell activ: boosts human insulin-degrading enzyme activity in HEK cells; actives 0.073% (n = 340,000); P14735; FAbeta-B cleavage, fluorescence polarization; 0% vehicle, 100% cell-free pure enzyme wells; activation, % at 5.96 µM; AID 493087;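 active = activation above the mean of all tested compounds plus 3 SD, set per screening campaign, cut at about 17% in these data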
IMP-1 inhibitor: blocks Pseudomonas aeruginosa IMP-1 metallo-beta-lactamase | purified IMP-1, nitrocefin hydrolysis, epi-absorbance fluorescence | inhibition, % at 5.6 µM | actives 0.45% (n = 290,000) | AID 1556;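 active = inhibition above the mean plus 3 SD of all compounds in the same screening run, cut at about 4.5% in these data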;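 also: 0% = IMP-1 with DMSO and 100% = DMSO wells lacking enzyme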
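System: purified IMP-1 / Input: IMP-1 dispensed at 0.2 nM / Medium: 50 mM HEPES pH 7.1, 50 µM ZnSO4, 0.05% Brij 35 / Timing: 15 min enzyme–compound preincubation, then 25 min nitrocefin reaction, 25 °C / Technique: plate fluorescence quenching by hydrolysis product, ex 480/em 530 nm / Repeats: singlicate testing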
p-CIP stab down: lowers stability of the mouse p/CIP coactivator protein; Q05BA5; F442A p/CIP-EGFP cells, EGFP fluorescence, 16 h; decrease of EGFP signal, % at 10 µM; actives 0.01% (n = 290,000);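 active = EGFP signal decrease of at least 30% at 10 µM or well 3 SD below plate mean, unless failing retest; inactive = the rest, including hits failing retest or dose response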; also: some compounds called inactive have numbers as strong as hits; many of its hits are not listed in these tables
Target sequence (Q05BA5 1-1403): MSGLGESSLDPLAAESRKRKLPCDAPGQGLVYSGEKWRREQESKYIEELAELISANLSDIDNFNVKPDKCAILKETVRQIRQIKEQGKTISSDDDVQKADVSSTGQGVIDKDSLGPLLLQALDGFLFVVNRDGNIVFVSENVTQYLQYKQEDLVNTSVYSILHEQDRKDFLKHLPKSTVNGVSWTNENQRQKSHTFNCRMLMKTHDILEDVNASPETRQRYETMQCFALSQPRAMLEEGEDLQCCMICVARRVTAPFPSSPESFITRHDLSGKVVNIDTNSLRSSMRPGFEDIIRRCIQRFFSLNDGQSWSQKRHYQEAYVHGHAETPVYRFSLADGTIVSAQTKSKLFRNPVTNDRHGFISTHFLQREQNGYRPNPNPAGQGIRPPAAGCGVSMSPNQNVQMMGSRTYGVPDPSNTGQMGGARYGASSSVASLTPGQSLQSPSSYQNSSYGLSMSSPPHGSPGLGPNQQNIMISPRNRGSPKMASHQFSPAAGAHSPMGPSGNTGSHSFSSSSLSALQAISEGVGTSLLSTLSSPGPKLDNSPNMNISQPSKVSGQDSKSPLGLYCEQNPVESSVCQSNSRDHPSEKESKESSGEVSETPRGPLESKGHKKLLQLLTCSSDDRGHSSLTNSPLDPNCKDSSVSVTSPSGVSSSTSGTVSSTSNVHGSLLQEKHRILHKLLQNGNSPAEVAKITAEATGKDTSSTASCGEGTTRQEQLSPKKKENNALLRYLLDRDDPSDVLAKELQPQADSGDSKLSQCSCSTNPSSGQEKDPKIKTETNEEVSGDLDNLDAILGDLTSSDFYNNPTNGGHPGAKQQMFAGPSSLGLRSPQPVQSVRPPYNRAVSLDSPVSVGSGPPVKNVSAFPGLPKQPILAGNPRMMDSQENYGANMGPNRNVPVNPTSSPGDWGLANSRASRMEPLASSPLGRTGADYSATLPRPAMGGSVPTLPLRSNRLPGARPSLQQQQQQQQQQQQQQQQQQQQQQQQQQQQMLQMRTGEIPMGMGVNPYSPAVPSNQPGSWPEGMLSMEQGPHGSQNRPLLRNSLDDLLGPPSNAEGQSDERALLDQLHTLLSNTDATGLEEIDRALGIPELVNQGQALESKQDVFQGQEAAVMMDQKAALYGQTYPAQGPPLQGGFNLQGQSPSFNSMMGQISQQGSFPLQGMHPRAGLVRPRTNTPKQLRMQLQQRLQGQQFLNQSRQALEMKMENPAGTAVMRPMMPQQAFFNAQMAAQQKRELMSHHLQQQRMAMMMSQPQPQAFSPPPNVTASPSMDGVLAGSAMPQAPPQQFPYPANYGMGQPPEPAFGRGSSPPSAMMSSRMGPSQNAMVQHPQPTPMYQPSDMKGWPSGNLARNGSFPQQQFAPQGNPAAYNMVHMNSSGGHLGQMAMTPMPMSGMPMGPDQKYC
FID counter: fluorescent intercalator displacement, NS3 helicase counter-screen | DNA fluorescent intercalator displacement, fluorescence | inhibition, % at 7.9 µM | actives 0.17% (n = 290,000); in the data active = inhibition above about 37%;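 also: 0% = vehicle and 100% = reference compound; higher means more ethidium bromide displaced from hairpin DNA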
IDE cell inh: cellular human IDE inhibition; P14735; HEK cells, FAbetaB cleavage, fluorescence polarization; inhibition, % at 5.59 µM; actives 0.41% (n = 320,000);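 active = percent inhibition above the average of all tested compounds plus 3 SD, set per screening campaign, cut at about 16% in these data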;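 also: IDE supplied by intact live HEK cells; FP after avidin binding of uncleaved biotin substrate so inhibition keeps polarization high; 0% = DMSO wells and 100% = 60 µM reference IDE inhibitor Ii1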
VIM-2 inhibitor: inhibitors of Pseudomonas aeruginosa VIM-2 metallo-beta-lactamase. purified VIM-2, nitrocefin hydrolysis, epi-absorbance fluorescence. inhibition, % at 5.6 µM. actives 0.89% (n = 290,000);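 active = inhibition above the mean of all tested compounds plus 3 SD, cutoff set per screening run, cut at about 7.5% in these data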;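 also: red hydrolysis product quenches plate fluorescence so inhibitors raise well fluorescence; 0% = enzyme with DMSO and 100% = DMSO without enzyme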
PfM18AAP inh: PfM18AAP enzyme inhibition. recombinant PfM18AAP, H-Glu-NHMec fluorogenic cleavage. inhibition, % at 7.35 µM. actives 1.2% (n = 290,000). AID 1822;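 active = inhibition above the campaign mean inhibition over all tested compounds plus 3 SD, cut at about 28% in these data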;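 also: 0% = plate median of test compound wells and 100% = 2 mM ZnCl2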
NS3 helicase inh: blocks Hepatitis C virus NS3 helicase unwinding | NS3 helicase DNA unwinding, Cy5 molecular beacon fluorescence | inhibition, % at 10.9 µM | actives 0.56% (n = 290,000);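 active = inhibition above the mean of all tested compounds plus 3 SD, set per campaign, cut at about 35% in these data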;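 also: 0% = DMSO wells and 100% = thioflavine S control wells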
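System: Hepatitis C virus NS3 helicase domain fragment enzyme | Reagent: Annealed dual-labelled DNA beacon duplex, ATP-started | Compound dosing: 10.9 µM single point, 0.8% DMSO | Incubation: 1 h reaction at 25 °C, ATP-initiated | Technique: Cy5 fluorescence | Evaluation: Percent inhibition from t60/t0 fluorescence ratio | Benchmarks: Low DMSO, high thioflavine S at 110 µM | Replication: Singlicate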
SUMO HTRF inh: SUMOylation inhibition. P63279. HTRF SUMOylation assay, SAE1/SAE2 + UBC9, in vitro. inhibition, % at 35 µM. actives 0.36% (n = 290,000). AID 2006; in the data active = inhibition above about 50%, passing the limit was not always enough; also: strong numbers were not always called active
* hit, by the source's call; . = not tested or not shown.

SMILES | IDE cell activ | IMP-1 inhibitor | p-CIP stab down | FID counter | IDE cell inh | VIM-2 inhibitor | PfM18AAP inh | NS3 helicase inh | SUMO HTRF inh
COc1ccc(C(=O)Nn2c(SCC(=O)c3ccccc3)nc3ccccc3c2=O)cc1 | -1 | -0.8 | 7 | -4 | 1 | -4.0 | 5 | 2 | 0
Cc1cc(Nc2ccc(Br)c(C)c2)n2nc(C)nc2n1 | 0 | -3.6 | -10 | -5 | -1 | 10* | -2 | 1 | -4
COCCn1c(SCC(N)=O)nc2c(c1=O)SC(C)C2 (stereo not given) | 7 | -1.6 | -11 | -7 | 4 | -1.9 | 7 | 3 | 12
COc1cccc(C2CC(c3ccccc3Cl)Nc3nc(N)nn32)c1 (stereo not given) | -1 | -1.1 | -1 | -27 | 1 | -3.1 | -2 | -2 | 0
Cc1nn(C)cc1C1C2=C(CC(C)(C)CC2=O)OC2=C1C(=O)CC(C)(C)C2 | 4 | -0.6 | -2 | -17 | -3 | 0.1 | -1 | -5 | 14
Cc1[nH]c2ccccc2c1C(=O)COC(=O)Cn1cnc2ccccc21 | 2 | -1.7 | 1 | -8 | -3 | -1.4 | -1 | -2 | 0
COC(=O)c1ccc(NC(=S)N2CCN(Cc3ccccc3OC)CC2)cc1 | -7 | -1.7 | -10 | -7 | 9 | -1.6 | -2 | 0 | 0
CCCCC(=O)OCC(=O)Nc1ccc(SC(F)F)cc1 | -4 | -1.5 | -10 | -6 | -1 | -1.8 | 4 | 1 | -3
Cc1ccccc1OCC(=O)Nc1ccc2c(c1)n(C)c(=O)n2C | -2 | -3.4 | -3 | -18 | 5 | -2.5 | -3 | 5 | 10
O=C(CCS(=O)(=O)c1ccc(F)cc1)N1CCOCC1 | 2 | -1.6 | -4 | -4 | 2 | -1.4 | 1 | 2 | -4
Cc1cc(C)cc(NC(=O)CSc2nnc(C3CC3)n2CC2CCCO2)c1 (stereo not given) | 2 | -2.6 | -8 | -25 | -1 | 0.2 | -6 | -7 | 22
O=C(Nc1ccccn1)c1sc2cc([N+](=O)[O-])ccc2c1Cl | -5 | -2.6 | 0 | 6 | -2 | 0.3 | 9 | 10 | 2
OC(COCc1cccs1)CN1CCN(c2ccccn2)CC1 (stereo not given) | 3 | -1.5 | 2 | 0 | 2 | -0.9 | -6 | 2 | 15
CC(C)Cc1cc(C(=O)N2N=C(C(F)F)CC2(O)C(F)F)c2ccccc2n1 (stereo not given) | -5 | -4.0 | 3 | -16 | 11 | -0.4 | 6 | -10 | -27
Cc1cc(C)[n+](-c2ccc(F)cc2)c2[nH]c(=O)[nH]c(=O)c12 | -1 | -2.8 | 6 | -4 | -1 | -0.6 | -2 | -1 | 18
O=S1(=O)Cc2cc3ccccc3cc2C1 | 6 | -2.7 | -10 | 10 | 9 | 0.4 | -2 | -2 | 15
C=C(C)C1Cc2c(C)nn(-c3cccc4cccnc34)c2C1 (stereo not given) | 5 | -1.2 | 4 | -37 | -7 | -0.7 | 5 | 1 | 4
CC(C)[C@H](NC(=O)N1CCn2c1nc1ccccc12)C(=O)N1CCCCC1 | 4 | -1.0 | -15 | -30 | 0 | -3.1 | 0 | 9 | -2
CCCc1cc(=O)n2[nH]c(NCc3ccccc3Cl)nc2n1 | 1 | -3.2 | 7 | -9 | 3 | -1.6 | 0 | 4 | 14
COc1ccc(NC(=O)C2CC(c3ccccc3Cl)=NO2)cc1 (stereo not given) | -4 | -3.8 | 3 | -9 | 3 | -3.0 | -5 | -3 | -4
O=C(O)c1c(-c2ccccc2)nnc2ccccc12 | 5 | -2.5 | -5 | 0 | 2 | -2.3 | 8 | 8 | 10
NC(=O)[C@@H]1CCCNc2c(I)cc([N+](=O)[O-])cc2C(=O)N[C@@H](Cc2ccccc2)C(=O)N[C@@H](Cc2cnc[nH]2)C(=O)N1 | 4 | -1.8 | -1 | 11 | -1 | -3.5 | 5 | -38 | -18
COc1ccc(NC(C)=O)cc1NC(=O)CSc1nnc(-c2ccccc2)n1N | 2 | -2.5 | 4 | -4 | -4 | -2.5 | 2 | 0 | 15
COCc1cc(C)nc2sc(C(=O)Nc3ccccc3Br)c(N)c12 | -7 | -6.1 | 5 | -7 | 10 | -1.7 | 10 | -18 | 15
O=C(C1CCCO1)N1CCN(S(=O)(=O)c2cc(F)ccc2F)CC1 (stereo not given) | 3 | -1.4 | -5 | -6 | -2 | -2.3 | -2 | 4 | -5
CCOc1ccc(NC(=O)c2ccc3c(=O)n4c(nc3c2)CCCCC4)cc1 | -7 | -1.2 | -9 | -19 | 5 | -3.8 | 8 | 16 | .
COc1cc(/C=N/NC(=O)CC2(C)OCCO2)cc(Br)c1O | 2 | -1.9 | -1 | -7 | -3 | -0.1 | 2 | 1 | -3
CNC(=O)c1ccccc1NC(=O)C1CC(=O)N(c2ccc(OC)cc2)C1 (stereo not given) | 0 | -4.9 | -6 | -7 | 1 | -1.0 | -1 | -1 | 0
Cc1ccccc1-n1nc2c(c1NC(=O)c1ccc3c(c1)OCO3)CS(=O)(=O)C2 | 8 | -3.9 | -11 | -15 | -4 | -1.7 | 5 | -1 | 18
Cc1ccc(-n2nnnc2-c2cnc3ccc(Cl)cc3c2-c2ccccc2)cc1 | 0 | -1.1 | -14 | -1 | -3 | -4.1 | -6 | 2 | -15
c1coc(-c2nnc3sc(Cc4cccs4)nn23)c1 | 3 | -3.5 | 4 | -11 | 2 | 1.8 | 10 | 20 | 49
CNS(=O)(=O)c1cccc(C(=O)NCC(c2ccco2)N(C)C)c1 (stereo not given) | 0 | 0.9 | -6 | -6 | 10 | -2.1 | 13 | 30 | 13
CCOP(=O)(OCC)C(NC(=O)Nc1ccc(Cl)c(Cl)c1)c1ccccc1 (stereo not given) | -2 | -2.3 | -8 | -20 | -4 | -2.1 | -3 | -14 | -3
CC(C)CCOP(=O)(c1ccc(N(C)C)cc1)C(O)c1ccccc1F (stereo not given) | 5 | -2.0 | 3 | -27 | 3 | -0.7 | -2 | -2 | -10
S=C(NCc1ccc(Cl)cc1)N1CCN(c2ccccn2)CC1 | 2 | -2.0 | 10 | -4 | -3 | -1.6 | -11 | 2 | -19
O=C(COC(=O)c1cccnc1Cl)Nc1ccccc1OC(F)F | 2 | -2.2 | -8 | -2 | 1 | -1.1 | -6 | -7 | -4
CCN1CCN(C(=O)c2cc3c(OC)c(OC)c(OC)cc3[nH]2)CC1 | -3 | -0.3 | -4 | -9 | 4 | -0.4 | -7 | 5 | 17
Nc1cc(C(=O)O)ccc1Sc1ccccc1C(=O)O | -2 | -2.5 | 12 | -26 | -2 | -1.8 | 13 | 11 | 27
CC(=O)c1sc2ccccc2c1OC(=O)c1ccco1 | 0 | -1.5 | -9 | -5 | 8 | 0.2 | 7 | 45* | 4
Cc1cc(NC(=O)CCCS(=O)(=O)c2nc(-c3cccs3)cc(C(F)(F)F)n2)no1 | 3 | -0.2 | 4 | 0 | 0 | 0.7 | -30 | 0 | 7

Looked up above.
For PfM18AAP inh, `CNS(=O)(=O)c1cccc(C(=O)NCC(c2ccco2)N(C)C)c1` (stereo not given) has 13
For FID counter, `O=C(C1CCCO1)N1CCN(S(=O)(=O)c2cc(F)ccc2F)CC1` (stereo not given) has -6

The listing continues:
SMILES | IDE cell activ | IMP-1 inhibitor | p-CIP stab down | FID counter | IDE cell inh | VIM-2 inhibitor | PfM18AAP inh | NS3 helicase inh | SUMO HTRF inh
Cc1ccc2ccccc2c1NC(=O)Cn1nnc(-c2cccnc2)n1 | 8 | -0.8 | -4 | 0 | 1 | -2.4 | -1 | 3 | 5
COC(=O)c1cc(-c2cccs2)nn1-c1ccccc1 | 4 | -1.8 | -2 | -18 | -4 | 1.1 | 0 | 13 | 1
CCc1ccc(CNC(=O)Cc2ccc(NC(=O)C3=C(C)OCCS3)cc2)cc1 | 2 | -1.0 | -11 | -39 | 4 | -0.3 | 2 | 8 | -3
O=C1CN(C(=O)N[C@@H](Cc2ccccc2)C(=O)N[C@H](Cc2ccccc2)C(=O)O)c2ccccc2N1 | -1 | -1.7 | -1 | -33 | -4 | -1.7 | -4 | 2 | 12
COc1ccc(/C=C/C(=O)Nc2cccc(F)c2)cc1S(=O)(=O)N1CCOCC1 | -10 | -2.7 | -11 | -23 | 4 | -0.9 | 2 | -7 | 18
CCOC(=O)c1c(C)nn(-c2ccc(NC(=O)/C=C/C(=O)O)cc2)c1C | 5 | -2.3 | -2 | -4 | 2 | -1.2 | -14 | 3 | 19
COc1ccc(C2(CNC(=O)c3ccco3)CCOCC2)cc1 | -2 | -2.4 | -16 | -6 | -3 | -1.1 | -2 | 0 | 23
N=C1C(c2ccccc2)=C(O)CN1c1cccc(O)c1 | 2 | -2.6 | -13 | 2 | 2 | -2.4 | 1 | -1 | 4
COC(=O)CCc1sc(NC2CCCCC2)nc1-c1ccc(OC)cc1 | -5 | 3.2 | 2 | 0 | 3 | 0.5 | 4 | -8 | 11
CCC1CCCCN1C(=O)/C=C/c1ccc2c(c1)OCO2 (stereo not given) | -2 | -3.7 | 2 | -22 | -16 | 0.3 | 9 | -1 | 11
CC(C)C(=O)NC(NCC1CCCO1)C(Cl)(Cl)Cl (stereo not given) | -2 | -2.6 | 1 | -3 | 3 | 0.8 | -1 | -3 | -2
CN(C1CCCCC1)S(=O)(=O)c1ccc(Cl)c(C(=O)O)c1 | 0 | -2.8 | 8 | -2 | 4 | -1.2 | -3 | -1 | 16
CCNc1nc(SCCOc2ccc(Br)cc2)nc(N(C)C)n1 | 4 | -0.9 | -8 | -1 | 5 | 0.9 | 1 | 7 | -13
O=C(NCCNC(=O)c1ccccn1)c1cccc(F)c1 | 2 | 0.1 | -16 | -5 | -11 | 0.4 | -3 | -4 | 12
CC(C)(C)n1ncc2c(=O)n(CC(=O)NC3CCCCC3)cnc21 | 4 | -2.5 | 0 | -9 | 0 | -2.5 | -11 | -1 | 8
C/C(=N/Nc1ccc([N+](=O)[O-])cc1)c1c[nH]c2ccccc12 | 3 | -0.7 | -96 | 21 | . | -0.6 | -15 | -19 | 5
COc1ccc(N2CC(C(=O)Nc3ccc(S(=O)(=O)N4CCCC4)cc3)CC2=O)cc1 (stereo not given) | 0 | 0.9 | -14 | -29 | 4 | -3.2 | 1 | -18 | 10
Cc1ccc(S(=O)(=O)Nc2nc3ccc(N)cc3s2)cc1 | -2 | -4.9 | -13 | -10 | 0 | -1.5 | 11 | 10 | -3
CC(C)N(Cc1ccccc1)C(=O)Cn1c(=O)cnc2ccccc21 | -2 | -1.9 | -9 | -17 | 7 | -0.5 | -20 | 7 | 32
CCc1nnc(NS(=O)(=O)c2ccc(N3C(=O)C4CC=C(Cl)CC4C3=O)cc2)s1 (stereo not given) | 3 | -1.1 | -2 | -31 | 3 | -0.7 | -2 | 1 | 27

Hits appear at their usual frequency. About 3.6% of those tested had a hit in this group.
